Screening results (PubChem)
NPC1 prom act – qHTS Assay for NPC1 Promoter Activators; Potency, µM (top dose mostly 9.22 µM), for the others: at the highest dose activation, usual class: activators; Huh7 NPC1 promoter luciferase reporter, 24 h; AID 485313, 2010; 320,000 compounds, 2.4% hits;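 also: potency is read from the fitted curve at half-maximal effect; % of control where 0% means no effect; nearly all actives have a fitted effect of over 60% in size; reporter is driven by a mutant NPC1 promoter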
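Huh7 reporter cells (NPC1 promoter driving luciferase) are dosed with compound for 24 h at 37 °C, 5% CO2; luciferase detection reagent is then added and luminescence measured after 10 min at ambient temperature.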
RORgamma inh – qHTS for inhibitors of ROR gamma transcriptional activity | 310,000 compounds, 5.4% hits | Drosophila S2 Gal4-RORgamma UAS-luciferase reporter, 20 h | AID 2551, 2010 | Nuclear receptor ROR-gamma (Mus musculus), P51450 | Potency, µM (doses to about 53.6 µM), inactives show at the top dose activity change, negative = inhibition, hits mostly inhibitors; also: potency is read from the fitted curve at half-maximal effect; % is scaled to controls: 0 for no effect and ±100 for the full control effect; nearly all actives have a fitted effect of over 60% in size
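Schneider cells (Drosophila), stable Gal4 DBD–ROR gamma + UAS-luc; 1 hr cmpd preincubation; Cu2+ induction 700 uM final; 20 hr ambient; luminescence.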
Gal4-VP16 FLuc – VP16 counterscreen qHTS for inhibitors of ROR gamma transcriptional activity; Potency, µM (titrated, usually from 53.6 µM), without a hit: top-dose activity, negative = inhibition, actives largely listed as inhibitors; 310,000 compounds, 3.5% hits; Drosophila S2 Gal4-VP16 UAS-luciferase, luminescence, 20 h;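 also: Gal4-VP16 expression switched on by copper sulfate through the metallothionein promoter; potency is read from the fitted curve at half-maximal effect; % is scaled to controls: 0 for no effect and ±100 for the full control effect; nearly all actives have a fitted effect of over 50% in size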
p53 reactivator – qHTS assay for re-activators of p53 using a Luc reporter; H1299 p53-A138V BP100-luciferase reporter, luminescence, 24 h; Potency, µM (doses to about 92.2 µM), inactives show at the top dose activity change, positive = activation, usual class: activators; 320,000 compounds, 0.063% hits; AID 504706, 2011; also: potency is read from the fitted curve at half-maximal effect; % of control where 0% means no effect; nearly all actives have a fitted effect of over 45% in size
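p53-null H1299 cells stably carrying temperature-sensitive p53-A138V and a BP100-luciferase reporter were pinned with compounds (4-point, 1:5 series) and held 24 hrs at 37 deg C. Luminescence was read 10 min after detection reagent.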
ELG1 DNA repair – qHTS screen for small molecules that inhibit ELG1-dependent DNA repair in human embryonic kidney (HEK293T) cells expressing luciferase-tagged ELG1 | HEK293T ELG1-luciferase reporter, luminescence, 16 h; DNA damage induced by 5-fluorouridine | Potency, µM (doses to about 46.1 µM), without a hit: at the top dose activity change, negative = inhibition, hits mostly inhibitors | 330,000 compounds, 2.3% hits; also: potency is read from the fitted curve at half-maximal effect; % is scaled to controls: 0 for no effect and ±100 for the full control effect; nearly all actives have a fitted effect of over 55% in size
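Cells (2,000 per well) received 5-fluorouridine plus test compound or DMSO and were incubated 16 hr at 37 °C, 5% CO2. Luciferase activity was read by luminescence 30 min after ONE-Glo addition; signal suppression marked inhibition of damage-induced ELG1 function.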
FLuc counter – qHTS profiling assay for firefly luciferase inhibitor/activator using purifed enzyme and Km concentrations of substrates (counterscreen for miR-21 project); Luciferin 4-monooxygenase (Photinus pyralis), P08659; 360,000 compounds, 6.9% hits; purified FLuc, Km substrates, luminescence inhibition; Potency, µM (top dose mostly 57.5 µM), inactives show top-dose activity change, negative = inhibition, hits mostly inhibitors; AID 588342, 2011;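 also: potency is read from the fitted curve at half-maximal effect; plate controls were vehicle for no effect and reference inhibitor for full effect; nearly all actives have a fitted effect of over 55% in size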
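Purified P. pyralis luciferase (10nM final) with 10uM D-luciferin and 10uM ATP (Km levels) in 50mM Tris acetate pH 7.5, 10mM Mg acetate, 0.01% Tween-20, 0.05% BSA; qHTS 6-point titration, ~60 µM downward; luminescence read.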
ELG1 genotox – qHTS screen for small molecules that induce genotoxicity in human embryonic kidney (HEK293T) cells expressing luciferase-tagged ELG1. Potency, µM (top dose mostly 46 µM), inactives show top-dose activity change, positive = activation, actives largely listed as activators. AID 504466, 2011. 330,000 compounds, 1.3% hits. HEK293T ELG1-luciferase reporter, luminescence, 16 h; also: potency is read from the fitted curve at half-maximal effect; % of control where 0% means no effect; nearly all actives have a fitted effect of over 60% in size
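ELG1-luciferase HEK293T cells, 2,000/well; compound pinned in; 16 hr, 37 °C, 5% CO2; ONE-Glo, 30 min RT; luminescence on CCD imager.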
BRCA1 expr up – qHTS Assay to Identify Small Molecule Activators of BRCA1 Expression; MCF7-BRCA1-FFLuc reporter, luminescence, 48 h; response scale: scaled: vehicle 0%, 10 µM genistein 100%; Potency, µM (series often up to 46.1 µM), inactives show at the top dose activation, actives largely listed as activators; 380,000 compounds, 1.1% hits; AID 624202, 2012; also: potency is read from the fitted curve at half-maximal effect; nearly all actives have a fitted effect of over 80% in size; some results filed as inactive show a strong effect at the top dose
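Reporter cells (MCF7, BRCA1 promoter-firefly luciferase) received library compounds across a concentration series for 48 h. End-point luminescence was measured and concentration-effect curves derived after normalization.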
Tb PFK inh – qHTS Assay to Find Inhibitors of T. brucei phosphofructokinase; ATP-dependent 6-phosphofructokinase (Trypanosoma brucei brucei), O15648; T. brucei PFK, ADP-Glo luminescence; Potency, µM (top dose mostly 57.5 µM), inactives show top-dose activity, negative = inhibition, actives largely listed as inhibitors; 330,000 compounds, 0.17% hits;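 also: potency is read from the fitted curve at half-maximal effect; 0% = uninhibited 1x PFK enzyme wells and -100% = no-enzyme wells; nearly all actives have a fitted effect of over 60% in size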
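1.25 nM PFK with 0.5 mM F6P and 0.1 mM ATP in 0.1 M TEA pH 8.0, 5 mM MgCl2, incubated 45 min at room temperature; ADP measured by ADP-Glo luminescence; compounds titrated up to 57 uM.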
TRPV1 ag – HTS Assay for Compounds that Act as Agonists of the Vanilloid Receptor 1. TRPV1-expressing cells, Fluo-8 calcium influx, agonist mode. AID 540275, 2011. 320,000 compounds, 0.19% hits. activation, % at 8.33 µM; in the data active = activation above about 80%; inconclusive = between about 30% and that limit; also: 0% is about no effect
Target sequence (Q8NER1 whole entry, looked up): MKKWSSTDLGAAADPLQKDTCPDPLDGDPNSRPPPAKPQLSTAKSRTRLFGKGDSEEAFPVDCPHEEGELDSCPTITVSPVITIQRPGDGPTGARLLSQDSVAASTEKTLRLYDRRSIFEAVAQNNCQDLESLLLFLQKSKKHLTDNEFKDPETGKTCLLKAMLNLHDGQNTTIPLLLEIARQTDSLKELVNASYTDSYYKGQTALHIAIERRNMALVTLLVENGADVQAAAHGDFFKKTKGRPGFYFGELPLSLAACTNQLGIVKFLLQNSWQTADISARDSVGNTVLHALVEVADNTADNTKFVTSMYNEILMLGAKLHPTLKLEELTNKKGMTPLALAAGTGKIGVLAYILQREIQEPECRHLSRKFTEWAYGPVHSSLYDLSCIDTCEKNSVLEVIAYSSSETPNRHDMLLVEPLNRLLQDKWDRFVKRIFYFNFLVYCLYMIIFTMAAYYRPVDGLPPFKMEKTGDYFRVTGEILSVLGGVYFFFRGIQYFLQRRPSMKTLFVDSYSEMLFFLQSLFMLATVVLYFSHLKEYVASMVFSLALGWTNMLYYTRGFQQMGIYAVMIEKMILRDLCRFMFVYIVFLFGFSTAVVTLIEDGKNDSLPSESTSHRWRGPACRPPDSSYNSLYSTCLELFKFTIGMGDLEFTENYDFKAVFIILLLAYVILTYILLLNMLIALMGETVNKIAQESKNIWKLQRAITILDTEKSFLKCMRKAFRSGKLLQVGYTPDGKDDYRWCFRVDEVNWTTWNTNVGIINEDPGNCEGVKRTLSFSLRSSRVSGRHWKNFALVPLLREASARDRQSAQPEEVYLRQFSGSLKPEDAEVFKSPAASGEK
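Fluo-8 calcium influx in TRPV1-expressing cells, kinetic read (ex 480/em 520 nm). Compound added and read 3 min for agonist activity, followed by capsaicin at EC20 final and 2 min further read for enhancement.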
Rab9 promoter act – qHTS Assay for Rab9 Promoter Activators. 320,000 compounds, 2.8% hits. AID 485297, 2010. Huh7 Rab9 promoter-luciferase reporter, luminescence, 24 h. Potency, µM (top dose mostly 9.22 µM), inactives show top-dose activation, negative = inhibition, actives largely listed as activators; also: potency is read from the fitted curve at half-maximal effect; % of control where 0% means no effect; nearly all actives have a fitted effect of over 60% in size
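Steps: seed 1500 Huh7 Rab9-luc cells per well, rest 2 h at 37 °C; add compound in DMSO; incubate 24 h; add luciferase reagent, 10 min ambient; read luminescence.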
* marks the source's active call; other numbers are inactive results; ? = inconclusive; / = not tested or not shown; [ ] = dose if it differs, or a comment. Unless noted, calls follow the shape of the dose curve; as a rule, active = well fitted curve in the direction sought with a large enough effect; inconclusive = small, poorly fitted or top-dose-only effect, or another doubt; inactive = no such curve, though single readings can be large; an effect the other way counts as inactive or inconclusive.

mol | ELG1 genotox | Tb PFK inh | NPC1 prom act | BRCA1 expr up | Rab9 promoter act | FLuc counter | p53 reactivator | RORgamma inh | ELG1 DNA repair | Gal4-VP16 FLuc | TRPV1 ag
Cn1cnnc1SCC(=O)c1ccco1 | 1% | -4% | 3% | 2% | -4% | -2% | 3% | -12%[10 µM] | 6% | 0% | -2
Cc1cc(/C=N/NC(=O)c2cc3ccccc3o2)c(C)n1C | -6% | 1% | -2% | -1% | -1% | 21µM* | 12% | ? | ? | ? | 1
CC(=O)Nc1ccc(S(=O)(=O)N2CCC(C(=O)c3ccc(Cl)cc3)CC2)cc1 | -28% | 4% | -9% | -42% | -2% | 0% | 2% | 17% | 18µM* | 2% | 0
CCOC(=O)C1(Cc2cccc(Cl)c2)CCCN(C(=O)c2ccnn2C)C1 (configuration not stated) | 2% | 2% | 22% | 16% | 25% | ? | ? | 23% | ? | 8% | 4
COc1ccc(NS(=O)(=O)c2cccc(C(=O)NCc3ccccn3)c2)cc1 | -1% | 0% | -5% | -18% | -1% | 4% | 0% | / | 0% | / | 3
COc1cc(/C=N/N(C)S(=O)(=O)c2ccc(C)cc2)cc([N+](=O)[O-])c1O | -1% | 1% | -3% | 1% | 6% | -7% | -5% | 1% | -3% | -5% | 1
CSc1ccc(C2C(C#N)=C(N)N(c3ccccc3)C3=C2C(=O)CCC3)cc1 (configuration not stated) | -1% | 10% | -5% | -15% | 0% | -1%[2.3 µM] | -13% | -14% | -8% | 11% | 2
O=[N+]([O-])c1cccc(-c2ccc(C(=S)N3CCN(c4ccccc4)CC3)o2)c1 | -8% | 3% | 8% | -24% | -1% | ? | 1% | 21% | 0% | 14% | 1
CN(C(=O)CN1CCCCCC1)c1c(N)n(Cc2ccccc2)c(=O)[nH]c1=O | 3% | 3% | 1% | -16% | 2% | -1% | -2% | / | 6% | / | 2
CCN(C(=O)CN1CCC(C)CC1)c1c(N)n(Cc2ccccc2)c(=O)[nH]c1=O | 1% | -5% | 2% | -7% | -5% | 5% | 8% | / | 6% | / | -2
C/C(=N\NC(=O)c1cccc(Br)c1)c1cccc(NC(=O)c2ccc(C)o2)c1 | -2% | 0% | 0% | -19% | 2% | 17µM* | 5% | ? | ? | -7% | 4
CC1CCC/C(=N\NC(=S)NCc2ccccc2)C1 (configuration not stated) | -2% | -2% | -1% | 3% | -1% | 5% | 4% | 11µM* | 0% | ? | -1
Cc1cc(C)cc(N2CC(C)Cn3c2nc2c3c(=O)[nH]c(=O)n2C)c1 (configuration not stated) | 1% | 1% | -12% | -13% | -10%[1.84 µM] | -3% | 1% | 1% | -1% | 1% | 1
CN(C)Cc1ccc(CNC(=O)COc2ccc3ccccc3c2)cc1 | 1% | 5% | 2% | 68% | 7% | -18% | 5% | -7% | ? | -1% | -1
COc1ccc(CCNC(=O)C2CCC(CNc3c(N4CCCC4)c(=O)c3=O)CC2)cc1OC (configuration not stated) | 2% | -1% | 4% | -1% | -12% | -2% | -1% | -5% | 5% | 2% | ?
Cc1cc(OCC(=O)OCC(=O)NC2CCCCC2C)ccc1Cl (configuration not stated) | -2% | -6% | -3% | -10% | -5% | 8% | 11% | / | ? | / | 16
CC(C)CC(=O)Nc1ccnn1C1CCN(C(=O)c2ccc(F)cc2Cl)CC1 | -4% | -11% | -1% | -26% | 2% | 5% | 7% | 40% | -5% | 2% | 2
COCc1cc(C)n(CC(=O)Nc2ccccc2OC)c(=O)c1C#N | -1% | 1% | -3% | 9% | -8% | 2% | 0% | 1% | 8% | 1% | -2
CC(C)c1nnc(NC(=O)CCC(=O)NCc2ccccc2Cl)s1 | 9% | 6% | -6% | -7% | 0% | 0% | 1% | -8% | 13% | -1% | -1
COc1ccccc1NC(=O)CNC(=O)c1ccc(F)cc1 | -5% | 1% | -1% | -21% | 1% | -1% | -4% | 7% | 18% | -7% | 6
CCCn1nnc(NC(=O)c2ccc(OC)cc2)n1 | 18µM* | 1% | 4µM* | ? | ? | 21µM* | 18% | 5% | ? | -6% | 3
Cc1nc(CC(C)C)cc(C(=O)N2CCCC(Nc3ccc(C)c(C)c3)C2)n1 (configuration not stated) | 0% | 1% | -1% | -13% | -3% | 3% | 15% | -29% | 0% | 17% | ?
CCN1CCN(c2ccc(S(=O)(=O)N3CCCCC3)cc2NC(=O)c2cccc(C(F)(F)F)c2)CC1 | -2% | 12% | -4% | -10% | -2% | 0% | -1% | / | 4% | / | 0
CCn1ncc(C2=NOC(C(=O)N3CCN(c4ccccc4)CC3)C2)c1C (configuration not stated) | -5% | 1% | 2% | 0% | 14% | -5% | -9% | 30% | 3% | 2% | 2
Cc1ccc(C(=O)N2CCc3cc4c(cc3C2C)OCCCO4)cc1 (configuration not stated) | -3%[9.26 µM] | -2% | 2% | -15% | 3% | 2% | 13% | 2% | -5% | -1% | 29

Continued.
mol | ELG1 genotox | Tb PFK inh | NPC1 prom act | BRCA1 expr up | Rab9 promoter act | FLuc counter | p53 reactivator | RORgamma inh | ELG1 DNA repair | Gal4-VP16 FLuc | TRPV1 ag
CC(C)Oc1ccc(-c2nc(NCC3CCCO3)c3ccccc3n2)cc1 (configuration not stated) | -7% | -1% | -3% | -35% | 3% | 9.5µM* | 9% | 2% | ? | 12% | /
COc1cc(C)cc2oc(=O)c(CC(=O)N3CCN(C(=O)C4COc5ccccc5O4)CC3)c(C)c12 (configuration not stated) | -12% | 1% | -3% | -15% | 0% | -1% | -7% | 20% | ? | 21% | 2
Cc1cc(=O)n2nc(N3CCC(C(=O)NCCc4ccccc4)CC3)sc2n1 | -3% | 3% | 0% | 2% | 1% | 3% | 1% | 32% | 6% | 3% | 21
CCOc1ccc(-n2nc3ccc(N)cc3n2)cc1 | ? | 2% | ? | -30% | 14% | 0.76µM* | 2% | -38% | ? | -27% | -1
COc1ccc(C(=O)NCCSCc2ccc(Cl)cc2)cc1OC | -4% | 9% | -4% | 5% | 0% | 5% | / | 42% | -27% | -4% | ?
